ATXN2 expr inh: ATXN2 expression inhibition; AID 1745845; 0.72% of 360,000 active; HEK-293 ATXN2-luciferase reporter, luminescence, 24 h; Potency, µM (highest dose often 57 µM), without a hit: top-dose activity change, negative = inhibition, actives largely listed as inhibitors; further: potency means the concentration at half of the fitted maximal effect; on the % scale 0 is the no-effect control and ±100 the full control effect; nearly all actives have a fitted effect of over 55% in size
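qHTS (up to 57 uM final) was run with 24 h compound exposure of reporter cells at 37 °C. Each well was multiplexed: SteadyGlo luminescence measured ATXN2-luciferase expression after a fluorogenic Gly-Phe-AFC viability readout (25 uM final).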
Nrf2 block: blocks Nrf2 signaling | A549 ARE-Fluc reporter, luciferase luminescence, 18-24 h | Potency, µM (doses to about 46 µM), for the others: at the highest dose activity change, negative = inhibition, usual class: inhibitors | 2.1% of 360,000 active | AID 504444; further: potency means the concentration at half of the fitted maximal effect; on the % scale 0 is the no-effect control and ±100 the full control effect; nearly all actives have a fitted effect of over 60% in size
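Nrf2 function is reported as luminescence of an ARE-controlled luciferase in A549 cells. Compounds were tested at several concentrations, and a CellTiter-Fluor read on the same wells flagged cytotoxicity.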
HepG2 tox: counter-screen for TGF-b inhibitors: cytotoxicity in HepG2 cells; HepG2 CAGA-GFP viability, ATP luminescence, 18 h; Potency, µM (highest dose often 46.1 µM), for inactives: top-dose activity change, negative = cytotoxicity, actives largely listed as cytotoxic; 0.76% of 410,000 active; further: potency means the concentration at half of the fitted maximal effect; some results filed as inactive show a strong effect at the top dose
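HepG2 CAGA-GFP cells (1000/well, DMEM with 1% FBS) received compound, then TGF-beta at 500 pg/mL final, and were incubated 18 hours at 37 degrees C. Viability was read by CellTiter-Glo luminescence. Media-only wells were set as complete cell-killing and DMSO as no toxicity.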
MCF10A rereplic: induces DNA re-replication in MCF 10a normal breast cells. AID 624296. MCF 10A DNA re-replication, Hoechst nuclear intensity, 48 h. Potency, µM (top dose mostly 46.1 µM), for inactives: at the top dose activity, positive = re-replication, usual class: activators. 2.9% of 350,000 active; further: potency means the concentration at half of the fitted maximal effect; % of control where 0% means no effect; nearly all actives have a fitted effect of over 50% in size
TGFb inhibitor: TGF-b pathway inhibition; HepG2 CAGA-GFP TGF-b/SMAD3 reporter, GFP fluorescence, 18 h; TGF-beta stimulated, 500 pg/mL final; AID 588855; Potency, µM (highest dose often 46.1 µM), without a hit: top-dose activity, negative = inhibition, usual class: inhibitors; 1.2% of 410,000 active; further: potency means the concentration at half of the fitted maximal effect; on the % scale 0 is the no-effect control and ±100 the full control effect; nearly all actives have a fitted effect of over 65% in size
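HEPG2 CAGA-GFP reporter cells (1000/well, DMEM with 1% FBS) received compounds, then recombinant TGF-beta at 500 pg/mL final for 18 hours at 37 degrees C. Per-cell GFP summed per well was normalised to unstimulated and stimulated DMSO controls before curve fitting.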
A549 viability: kills or reduces viability of A549 cells in Nrf2 counter-screen | A549 ARE-Fluc cells, CellTiter-Fluor viability, 18-24 h | Potency, µM (highest dose often 46 µM), inactives show top-dose activity change, negative = cytotoxicity, most hits filed as inhibitors | 0.16% of 390,000 active; further: potency means the concentration at half of the fitted maximal effect; on the % scale 0 is the no-effect control and ±100 the full control effect
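A549 ARE_Fluc cells in 5% FBS OPTI-MEM were exposed to compounds in concentration-response for 18-24 h at 37 deg C. Viability was read by CellTiter-Fluor fluorescence (Ex 405/Em 525) after 30 min, before the luciferase read.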
S2 tox: viability counter-screen for ATXN expression inhibitors; 0.49% of 400,000 active; Potency, µM (top dose mostly 56.7 µM), actives largely listed as cytotoxic; S2 cells (HEK-293 line with an ATXN2-luciferase reporter) viability, CellTiter-Fluor protease fluorescence, 24 h; further: potency means the concentration at half of the fitted maximal effect; nearly all actives have a fitted effect of over 40% in size
Nrf2 activator: activators of Nrf2 (ARE) signaling. AREc32 ARE-luciferase reporter (MCF7-derived line), luminescence, 24 h. Potency, µM (doses to about 46.1 µM), without a hit: at the top dose activation, actives largely listed as activators. 0.31% of 410,000 active. AID 624171; further: potency means the concentration at half of the fitted maximal effect; % of control where 0% means no effect; nearly all actives have a fitted effect of over 65% in size
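ARE-driven firefly luciferase activity in AREc32 cells measured after a 24 hr compound exposure at 37 deg C, using Steady-Glo reagent and a 30 min room-temperature hold.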
IL-1B inflam inh: inflammasome signaling inhibition, IL-1 beta readout. THP-1 LPS/ATP IL-1B secretion, AlphaLISA, 16 h; hits give low values. activity change, % at 57.5 µM. 4.7% of 360,000 active. AID 743279; in the data active means activity change below about -50%; inconclusive means mostly about -30% to -49%; further: on the % scale 0 is the no-effect control and ±100 the full control effect
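Secreted IL-1B measured by AlphaLISA bead assay after 16 h compound exposure of THP-1 cells; compounds (final up to 57.5 uM) added 1 h before LPS (250 ng/mL) and ATP (1.25 mM) stimulation; lower signal means less secretion.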
* marks the source's active call; other numbers are inactive results; i = inactive; ? = inconclusive; · = no result given; [ ] = remark or other dose. Unless noted, the call rests on the fitted dose curve; in most records, active means well fitted curve in the direction sought with a large enough effect; inconclusive means small, poorly fitted or top-dose-only effect, or another doubt; inactive means no such curve, though single readings can be large; an effect the other way counts as inactive or inconclusive.

1	O=C(COc1ccc(S(=O)(=O)N2CCOCC2)cc1)NCC1CCCO1 (stereo not given)
2	COc1ccc(N2CCN(C(=O)Cn3cncn3)CC2)cc1
3	COCCNC(=O)C1(C)CCCN(Cc2cc(-c3ccccc3)on2)C1 (stereo not given)
4	N/C(=N/OCC(=O)Nc1cccc2ccccc12)c1nonc1N
5	COc1ccc(Oc2ccccc2C=O)cc1

Screen / compound no.,1,2,3,4,5
ATXN2 expr inh,-10%,-20%,-15%,-1%,5%
Nrf2 block,-5%,1%,·,-6%,11%
HepG2 tox,-3%,14%,-2%,3%,-33%
MCF10A rereplic,-4%,1%,·,0%,?
TGFb inhibitor,0%,-1%,4%,-2%,2%
A549 viability,5%,-2%,·,?,-2%
S2 tox,i,i,i,i,i
Nrf2 activator,-1.1%,-0.3%,-0.8%,11%,-0.3%
IL-1B inflam inh,-14,-14,39,-10,30

6	CCCCn1c(N)c(N(CCOC)C(=O)COC(=O)/C=C/c2ccc(Br)cc2)c(=O)[nH]c1=O
7	COC(=O)N/N=C/c1ccc(-c2ccc(Cl)cc2Cl)o1
8	N[C@@H](Cc1ccccc1)C(=O)N1CCC(C(=O)NCC(=O)NCC(=O)O)CC1
9	COc1cc(-c2nnc(COC(=O)c3cc(C)nc4ccc(C)cc34)o2)cc(OC)c1OC
10	COc1ccc(N(C(C)C(=O)N2CCCC2)S(C)(=O)=O)cc1 (stereo not given)

Screen / compound no.,6,7,8,9,10
ATXN2 expr inh,1%,-13%,-3%,-4%,·
Nrf2 block,-4%,?,7%,·,-2%
HepG2 tox,-1%,12%,0%,-3%,-2%
MCF10A rereplic,-12%,-1%,-3%,0%,7%
TGFb inhibitor,13%,-8%,0%,-2%,-1%
A549 viability,5%,-3%,-3%,-10%,2%
S2 tox,i,i,i,i,?
Nrf2 activator,-0.3%,2.9%,-0.5%,0.2%,-0.7%
IL-1B inflam inh,i,2,-9,-15,19

11	Cc1cccnc1CNC(=O)C1CCC(=O)N(CCc2cccc(F)c2)C1 (stereo not given)
12	CCN(CC)C(=O)CSC1=N/C(=C/c2ccco2)C(=O)N1c1ccc(OC)c(Cl)c1
13	COc1ccccc1C1CC(=O)Oc2cc(C)c(Cl)c(C)c21 (stereo not given)
14	O=C(NC1CCS(=O)(=O)C1)/C(=C\c1ccc(F)cc1)NC(=O)c1ccccc1 (stereo not given)
15	COc1ccc(/C=C(/NC(=O)/C=C/c2ccccc2)C(=O)NCCCCCC(=O)O)cc1

Screen / compound no.,11,12,13,14,15
ATXN2 expr inh,4%,?,-14%,-30%,11%
Nrf2 block,17%,15%,6%,-12%,10%
HepG2 tox,17%,-17%,-1%,4%,-5%
MCF10A rereplic,2%,?,?,4%,6%
TGFb inhibitor,13%,?,5%,3%,-14%
A549 viability,-1%,?,-10%,7%,5%
S2 tox,i,5µM*,i,i,i
Nrf2 activator,-0.8%,?,-0.3%,-0.7%,0.0%
IL-1B inflam inh,-3,-54*,42,0,7

16	CCOC(=O)c1ccc(NC(=O)c2cnccn2)cc1
17	O=C1C=C(c2cc(C(F)(F)F)cc(C(F)(F)F)c2)C[C@@H](c2ccc3c(c2)OCO3)C1
18	O=C(NCCCN1CCN(c2ccccc2F)CC1)Nc1ccccc1[N+](=O)[O-]
19	C/C(=N/O)c1ccc2c(c1)OCCOCCOc1cc(/C(C)=N/O)ccc1OCCOCCO2
20	CCOC(=O)C1CCN(C(=O)CCc2nnc3ccc(N4CCN(C)CC4)nn23)CC1

Screen / compound no.,16,17,18,19,20
ATXN2 expr inh,-14%,6%,4%,-20%,1%
Nrf2 block,3%,?,2%,4%,?
HepG2 tox,-6%,-3%,-9%,8%,-1%
MCF10A rereplic,-1%,-5%,2%,5%,5%
TGFb inhibitor,1%,?,-5%,-3%,0%
A549 viability,-3%,-3%,-14%,-2%,5%
S2 tox,?,i,i,i,i
Nrf2 activator,0.1%,1.2%,1.1%,5.7%,0.2%
IL-1B inflam inh,-16,-11,-28,-19,9

21	O=C(COC(=O)CCCOc1ccccc1)NC1CCS(=O)(=O)C1 (stereo not given)
22	CC1CCc2ccccc2N1C(N)=Nc1ccccc1 (stereo not given)
23	COc1ccc(-c2cn3nc4c(nc3n2)CCCC4)cc1
24	O=C(Cn1ccc2cc(S(=O)(=O)N3CCCC3)ccc21)NCc1ccccc1Cl
25	COc1ccccc1Oc1ccc2c(c1)C(=O)N(c1cccc3ncccc13)C2=O

Screen / compound no.,21,22,23,24,25
ATXN2 expr inh,-5%,-28%,16µM*,0%,-16%[11.3 µM]
Nrf2 block,-4%,-15%,·,-5%,16µM*
HepG2 tox,-3%,-16%,0%,-14%,-19%
MCF10A rereplic,-23%,?,7%,·,23%
TGFb inhibitor,-26%,6%,14%,-22%,-40%
A549 viability,2%,-1%,2%,6%,-8%
S2 tox,i,i,·,?,i
Nrf2 activator,0.1%,-0.7%,2.2%,0.3%,2.4%
IL-1B inflam inh,3,-21,-12,·,32

26	COCCCNc1nc2c(c(=O)[nH]c(=O)n2C)n1CC(O)COc1cccc(C)c1 (stereo not given)
27	COc1ccccc1CNC(=O)C1CCN(Cc2nc(-c3ccc(OC)c(OC)c3)oc2C)CC1
28	O=c1c2cc(Br)ccc2nc(-c2cccc(Cl)c2)n1O
29	COc1ccccc1Oc1ncnc2c1oc1ccccc12
30	COc1ccc(C2C(C#N)=C3NC(=O)c4c(sc5c4CCCCC5)N3C3=C2C(=O)CC(C)(C)C3)cc1 (stereo not given)

Screen / compound no.,26,27,28,29,30
ATXN2 expr inh,-10%,-2%,?,0%,27%
Nrf2 block,·,7%,20%,7%,?
HepG2 tox,-15%,-2%,16µM*,-7%,-14%
MCF10A rereplic,0%,·,2.9µM*,-8%,?
TGFb inhibitor,15%,-4%,?,11%,2%
A549 viability,-6%,13%,-1%,-2%,?
S2 tox,i,i,?,i,?
Nrf2 activator,0.1%,4.4%,-1.5%,0.3%,-0.2%
IL-1B inflam inh,-9,·,7,14,-24

31	CCc1ccc(NC(=O)NCC2CCN(Cc3cccc(Cl)c3)CC2)cc1
32	CCOc1ccc(S(=O)(=O)N2CN(c3cccc(C(C)=O)c3)c3nc4ccccc4nc32)cc1
33	O=CNC(n1cnc2c(N3CCOCC3)ncnc21)C(Cl)(Cl)Cl (stereo not given)
34	CNc1snc(C)c1C(=O)OC(C)C(=O)Nc1ccc(F)cc1 (stereo not given)
35	Cc1ccc2c(c1)C1(C(=O)N2)N2CCCC2C(C(=O)c2ccc3ccccc3c2)C12C(=O)Nc1ccccc12 (stereo not given)

Screen / compound no.,31,32,33,34,35
ATXN2 expr inh,·,1%,·,·,25%
Nrf2 block,8%,-7%,10%,?,3%
HepG2 tox,-26%,-4%,33%,-2%,-183%
MCF10A rereplic,-10%,-3%,2%,-10%,?
TGFb inhibitor,-1%,-3%,24%,-10%,?
A549 viability,11%,-16%,2%,6%,-2%
S2 tox,?,i,i,i,i
Nrf2 activator,2.8%,5.5%,-0.8%,-0.1%,19%
IL-1B inflam inh,-17,15,17,-13,-86*

36	Cc1nn(CC(=O)N(C)C2(C#N)CCCCC2)c(C)c1[N+](=O)[O-]
37	CCOC(=O)CSc1nc(N)c(C#N)c(-c2ccc(OC)cc2)c1C#N
38	Cc1cc(OCC(=O)c2ccc(C(F)(F)F)cc2)n2cnnc2n1
39	COC(=O)c1ccsc1NC(=O)CN1C(=O)CCC1=O
40	O=C(Nc1ccc(S(=O)(=O)Nc2nccs2)cc1)c1ccc(F)c(S(=O)(=O)N2CCOCC2)c1

Screen / compound no.,36,37,38,39,40
ATXN2 expr inh,·,-1%,-20%,3%,·
Nrf2 block,-14%,8%,3%,-8%,-24%
HepG2 tox,-13%,4%,1%,-10%,-28%
MCF10A rereplic,1%,-9%,-1%,3%,-1%
TGFb inhibitor,3%,15%,11%,-15%,-23%
A549 viability,7%,-6%,0%,4%,-12%
S2 tox,i,i,i,i,i
Nrf2 activator,-0.7%,0.2%,0.1%,-0.5%,1.0%
IL-1B inflam inh,5,18,15,23,0

41	O=S(=O)(Nc1nc2ccccc2nc1N1CCN(CCO)CC1)c1cc(F)ccc1F
42	CCc1nc(N[C@@H](Cc2c[nH]c3ccccc23)C(=O)O)c2oc3ccccc3c2n1
43	O=C(O)CSCC(=O)Nc1ccc(Cl)cc1C(F)(F)F
44	COc1ccc2c(C(=O)CN3CCSCC3)c[nH]c2c1
45	COc1ccccc1OCc1csc(NC(=O)c2ccco2)n1

Screen / compound no.,41,42,43,44,45
ATXN2 expr inh,-6%,6%,0%,44%[activator],50%[activator]
Nrf2 block,0%,-7%,-1%,20%,-6%
HepG2 tox,-1%,0%,7%,-165%,-34%
MCF10A rereplic,2%,?,1%,3%,0%
TGFb inhibitor,1%,0%,5%,0%,-4%
A549 viability,1%,-8%,1%,7%,-8%
S2 tox,i,i,i,i,i
Nrf2 activator,-0.5%,0.1%,0.4%,2.8%,5.7%
IL-1B inflam inh,13,65,36,7,-19

Compound profiles (already shown). Screens in order: ATXN2 expr inh	Nrf2 block	HepG2 tox	MCF10A rereplic	TGFb inhibitor	A549 viability	S2 tox	Nrf2 activator	IL-1B inflam inh
Shown for O=S(=O)(Nc1nc2ccccc2nc1N1CCN(CCO)CC1)c1cc(F)ccc1F → -6%	0%	-1%	2%	1%	1%	i	-0.5%	13
Shown for COc1ccc2c(C(=O)CN3CCSCC3)c[nH]c2c1 → 44%[activator]	20%	-165%	3%	0%	7%	i	2.8%	7
Shown for COc1ccccc1OCc1csc(NC(=O)c2ccco2)n1 → 50%[activator]	-6%	-34%	0%	-4%	-8%	i	5.7%	-19
Shown for O=C(O)CSCC(=O)Nc1ccc(Cl)cc1C(F)(F)F → 0%	-1%	7%	1%	5%	1%	i	0.4%	36

Screening results from PubChem.
